S1P3 antag – S1P3 receptor antagonists, primary screen, cell-based; Sphingosine 1-phosphate receptor 3 (Homo sapiens), Q99500; CHO S1P3 NFAT-BLA reporter, FRET fluorescence, antagonist mode; inhibition, % at 4.98 µM; AID 485, 2006; 0.27% of 170,000 active;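 active means inhibition above the plate cutoff, the mean inhibition of test wells on that plate plus 3 SD, cut at about 28% in these data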;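 further: cells challenged with S1P at its EC80 of 0.8 µM; blue over green emission ratio from cleaved BLA substrate after 4 h stimulation; 0% = S1P-stimulated wells and 100% = unstimulated DMSO-only wells; some compounds past the cut are filed as inactive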
Target sequence (Q99500 whole entry, looked up): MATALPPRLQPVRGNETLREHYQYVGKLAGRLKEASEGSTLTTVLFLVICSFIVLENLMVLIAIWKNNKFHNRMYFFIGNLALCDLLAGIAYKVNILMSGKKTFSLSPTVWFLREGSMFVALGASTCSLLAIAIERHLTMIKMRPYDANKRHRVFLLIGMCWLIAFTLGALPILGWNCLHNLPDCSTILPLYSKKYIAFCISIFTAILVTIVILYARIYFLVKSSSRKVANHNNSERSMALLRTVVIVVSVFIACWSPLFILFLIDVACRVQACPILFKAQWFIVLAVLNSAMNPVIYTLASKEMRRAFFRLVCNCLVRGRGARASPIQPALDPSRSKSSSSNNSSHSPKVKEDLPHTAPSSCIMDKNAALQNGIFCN
Starred values were filed as active, the others as inactive. A portion of the library; count on the stated rates, not on these rows.

SMILES | S1P3 antag
CCOc1cc2c(cc1OCC)C(c1cc(OC)c(O)c(OC)c1)NCC2 (stereo not drawn) | -19
CCN(CC)CCOC(=O)c1ccc(N/C=C(/C#N)c2nc(-c3ccc4c(c3)OCO4)cs2)cc1 | 3
O=C(Nc1ncn[nH]1)c1ccccc1O | 5
CS(=O)(=O)c1ccc2c(c1)sc1nc(=O)c(/C=C3/C=CC(=O)C(O)=C3)c(N)n12 | -47
C/C(=N\NC(=O)CSc1nc(C)[nH]c1[N+](=O)[O-])c1ccc(F)cc1 | -20
O=C(c1cc2nc3c(c(C(F)(F)F)n2n1)CCc1ccccc1-3)N1CCN2CCCC2C1 (stereo not drawn) | -7
COc1cc(/C=C2/SC(=O)NC2=O)ccc1Oc1ccc([N+](=O)[O-])cc1[N+](=O)[O-] | -5
Cc1ccc(NC(=O)/C(=C/c2ccc([N+](=O)[O-])cc2)NC(=O)c2ccccc2)cc1 | 3
COC(=O)c1ccc(COc2ccc(/C=N/Nc3nc(C)cc(=O)[nH]3)cc2)cc1 | 4
COc1ccc(CCNC(=O)CCCOc2cccc(C)c2C)cc1OC | 7
CC(C)(C)C1=NN=C2c3ccccc3C(=O)C21 (stereo not drawn) | 4
O=C(O)/C=C\C(=O)Nc1ccc(F)c(F)c1F | 1
CCOC(=O)NC(C(Cl)(Cl)Cl)S(=O)(=O)c1ccccc1 (stereo not drawn) | -11
COc1ccc(/C=N/NC(=O)c2ccn[nH]2)cc1Cn1cc([N+](=O)[O-])cn1 | 6
Cc1cc(C(=O)N/N=C/c2cccnc2)n[nH]1 | 1
N/C(CC(=O)Nc1ccc(F)cc1F)=N\OC(=O)c1cccs1 | -7
CN1CCN(C(=S)c2ccc(-c3cccc([N+](=O)[O-])c3)o2)CC1 | -1
Cc1ccc(S(=O)(=O)Nc2nc3ccccc3nc2NCC2CCCO2)c(C)c1 (stereo not drawn) | -10
C=CCNC(=S)NCc1ccccc1 | -3
Cc1noc(C)c1NC(=O)NC(c1ccccc1)c1ccccc1 | 1
CCC(C)(C)C1CCC2(CC1)NC(=S)N(c1ccccc1)N2 (stereo not drawn) | 14
OCCNc1nc(Nc2cccc(O)c2)nc2ccccc12 | -4
CCOC(=O)c1nn(-c2ccccc2)cc1O | 11
COC(=O)c1cc(S(=O)(=O)C(C)C)c(S(C)=O)s1 (stereo not drawn) | 11
CCCN(CCC)S(=O)(=O)c1ccc(C(=O)N2CC3CCC(CC3)C2)cc1 | -1
O=c1c2c3c(sc2n(CCN2CCCC2)c(=O)n1Cc1ccccc1)CCCCC3 | 7
COc1cc(/C=C(\C#N)C(=O)N2CCc3ccccc32)ccc1O | 26
Cc1nc(/C(N)=N/OC(=O)c2cccc(Cl)c2)c(C(F)(F)F)o1 | -7
Cn1cc(/C=C2\SC(=O)N(c3ccc(O)cc3)C2=O)c2ccccc21 | 10
CC(CCC(=O)O)C1CC[C@@]2(C)C3C(=O)CC4C(C)(C)C(O)CC[C@]4(C)C3C(=O)C[C@]12C (stereo partly drawn) | 0
Cc1cc(NS(=O)(=O)c2ccc(NC(=O)CSc3nc4ncccc4[nH]3)cc2)nc(C)n1 | 5
Cc1cc(OCc2ccccc2)ccc1/C(O)=C1/C(=O)C(=O)N(Cc2cccnc2)C1c1ccncc1 (stereo not drawn) | 5
Nc1c2c(nc3sc4c(c13)CCCC4)-c1ccccc1CC2 | 16
COc1cc(/C=N\Nc2nc(-c3cccs3)c(NC(C)=O)s2)ccc1O | -17
Cc1ccc(S(=O)(=O)N2CCCCC2)cc1NC(=O)Cn1cnnn1 | 1
COc1cc(C(=O)NCCNC(=O)C2CCCNC2=O)cc(OC)c1OC (stereo not drawn) | -9
O=C(CSc1nc2ccccc2[nH]1)N/N=C/c1ccncc1 | -4
N#CCCN(Cc1cccs1)C(=O)c1ccc(Cl)cc1 | -6
CN(C(=O)Nc1cccc(C(F)(F)F)c1)C1CCCCC1 | -12
C=CCc1ccc2oc(C(=O)OCC)cc(=O)c2c1O | -3
Cc1cc(C)c(O)c(C2(O)C(=O)c3ccccc3C2=O)c1 | 15
O=C(c1noc2c1CCCCC2)N1CCN(C(c2ccccc2)c2ccccc2)CC1 | -2
CCn1c(=O)c([N+](=O)[O-])c(N2CCN(Cc3ccc4c(c3)OCO4)CC2)c2ccccc21 | 15
CCCCCc1cc(=O)[nH]c(=S)[nH]1 | -8
CCN(Cc1ccncc1)C(=O)c1ccccc1NS(=O)(=O)c1ccc(Br)cc1 | 3
Cc1cc(C)n2nc(C(=O)Nc3ccc(S(=O)(=O)N4CCCC4)cc3)nc2n1 | 4
Cc1nnc2nc(-c3ccccc3)nc(-c3ccccc3)n12 | 13
COc1ccc(CN2CCN(S(=O)(=O)c3ccc(NC(C)=O)cc3)CC2)cc1 | 11
CS/C(Nc1cc(Cl)ccc1Cl)=C(/C#N)C(=O)c1ccco1 | -2
CC(=O)N1N=C(c2ccc(C)c([N+](=O)[O-])c2)OC1(C)C | -11
O=C(NNS(=O)(=O)c1ccccc1)c1cnn(-c2ccc(Cl)cc2)c1C(F)(F)F | 1
Cc1cc2nc(/N=C(\N)NC(=O)C(C)C)nc(C)c2cc1C | -4
S=c1[nH]nc(-c2ccco2)n1/N=C/C(Cl)=C/c1ccccc1 | 2
COc1ccccc1/C=C/C1(C(=O)NC2CCCC2)CC(=O)N1c1ccccc1 (stereo not drawn) | -10
Cc1ccc(SCc2cn3cc(Cl)ccc3n2)cc1 | 4
N=C1/C(=C\c2ccc(SCc3ccccc3)o2)C(=O)N=C2SC(CC(=O)N3CCOCC3)=NN12 | -6
CCCCCCn1c(SCCOC)nc2c1c(=O)[nH]c(=O)n2C | 14
Nc1nc(N)c2cc(Sc3ccc4ccccc4c3)ccc2n1 | 3
COc1ccccc1CC(=O)NCc1csc(-c2cccs2)n1 | -14
CN(c1ccccc1)S(=O)(=O)c1cccc(Cl)c1Cl | 0
(next part)
SMILES | S1P3 antag
COc1ccc(C(=O)Cn2c(Cl)nc3c2c(=O)n(C)c(=O)n3C)cc1 | -6
CC(C)c1ccc(NC(=O)CSC(C)c2nc3ccccc3c(=O)[nH]2)cc1 (stereo not drawn) | 7
CN(C)N=Nc1nc2c(c(=O)n(C)c(=O)n2C)n1C | -6
COc1ccccc1N1CCN(C(=O)CN2C(=O)c3ccccc3S2(=O)=O)CC1 | -8
O=C(NNC(=O)c1ccccc1Cl)c1ccccc1Cl | -20
C/C(=N\O)c1cc(Cl)ccc1O | -9
O=C(c1cnc2ccc3ccccc3c2c1)c1cc(F)ccc1O | 32*
CCOc1ccc2nc(N3CCCC(C(=O)NCC4CCCO4)C3)sc2c1 (stereo not drawn) | 12
CN1CCN(NC(=O)c2cc(S(=O)(=O)Nc3ccc(Cl)cc3)ccc2Cl)CC1 | -3
CCOc1ccc(/C(O)=C2\C(=O)C(=O)N(c3ccc(OC)cc3)C2c2ccccc2[N+](=O)[O-])cc1 (stereo not drawn) | 10
Cn1c(SCc2ccc(C(C)(C)C)cc2)nnc1C1COc2ccccc2O1 (stereo not drawn) | -6
Cc1cc(=O)c2cc(C(=O)c3ccccc3)ccc2[nH]1 | -1
O=S(=O)(Cc1ccco1)Cc1nc(-c2ccc(Cl)cc2)cs1 | -8
COC(=O)c1cc2c(C(F)(F)F)nn(C)c2s1 | -4
CCc1cccc(CC)c1N(COC)C(=O)Cn1cnc2ccccc21 | 2

With a hit mark in S1P3 antag (from the list above):
SMILES | S1P3 antag
O=C(c1cnc2ccc3ccccc3c2c1)c1cc(F)ccc1O | 32*

Following part
SMILES | S1P3 antag
CCNC(=O)c1c(O)c2c([nH]c1=O)CCCC2 | -16
Cc1cccc(N2CCN(CC(O)COc3ccccc3Cl)CC2)c1 (stereo not drawn) | -21
O=C(c1ccc(Oc2cc(Cl)cc(Cl)c2)o1)N1CCCCC1 | 1
Cc1cc(C(=O)N/N=C/c2ccc(-c3cccc(Br)c3)o2)n[nH]1 | -8
Cc1ccc(NC(=O)Nc2ccno2)cc1 | -6
CCOC(=O)Cc1csc(NC(=O)Nc2ccc(Cl)cc2)n1 | 1
CCOC(=O)N1CCC(NS(=O)(=O)c2ccc(NC(C)=O)c(Cl)c2)CC1 | 2
CCSc1nnc(NC(=O)CCn2c(=O)oc3ccccc32)s1 | -2
COc1ccc(OCc2nnc(NC(=O)Nc3ccccc3F)s2)cc1 | -6
O=C(O)CSc1nc(-c2ccccc2)nc2c1CCCC2 | -4
Brc1ccc(N=Nc2ccc3ccccc3n2)cc1 | 3
CC(C)CCc1noc(CN(CC2CCC2)CC2CCCO2)n1 (stereo not drawn) | 4
O=C1NC(=O)/C(=C/c2cccc(O)c2)N1 | -22
CCOc1ccc(C2C3=C(CCCC3=O)OC(N)=C2[N+](=O)[O-])cc1 (stereo not drawn) | -4
O=[N+]([O-])c1cccc(C(O)C23CN4CN(CN(C4)C2)C3)c1 (stereo not drawn) | -4
O=C1NCCCC1C(=O)N/N=C/c1cccc([N+](=O)[O-])c1 (stereo not drawn) | -2
CC(CNS(=O)(=O)c1ccc(Br)cc1)CN(C)C (stereo not drawn) | -3
CCOC(=O)c1c(CSc2ccccc2)oc2cc(Br)c(O)c(CN(C)C)c12 | 7
O=c1c2cc(Cl)ccc2nc2ccc(N3CCCC3)nn12 | -29
CC(C)c1nc(C#N)c(NN)o1 | 2
CCc1ccc(C(=O)NNc2ccccc2F)cc1 | 14
Cc1ccc(N=CC2=C(O)CC(c3ccccc3Cl)CC2=O)cc1 (stereo not drawn) | 0
O=C(CCOc1ccccc1)N1CCN(c2ccc(O)cc2)CC1 | -14
CCOc1ccccc1NC(=O)Nc1ccc(CC#N)cc1 | 5
CCOC(=O)C1=C(O)C(=O)N(c2ccc(S(N)(=O)=O)cc2)C1c1ccc([N+](=O)[O-])cc1 (stereo not drawn) | -9
CN1C(=O)C(CCC(N)=O)NC1=S (stereo not drawn) | -16
O=C(c1ccc(Cl)c(S(=O)(=O)N2CCCCCC2)c1)N1CCCC1 | -3
CNC(=S)NNC(=O)Cc1ccc(OC)cc1 | -5
COc1ccc(CCNC(=O)C2CCN(Cc3nc(-c4ccc(Cl)cc4)oc3C)CC2)cc1OC | 2
COc1ccc(-c2[nH]ncc2CN2CCCN(C(=O)c3ccco3)CC2)cc1F | -6

Copied from the listing, 17 compounds:
SMILES | S1P3 antag
CCOc1ccc(C2C3=C(CCCC3=O)OC(N)=C2[N+](=O)[O-])cc1 (stereo not drawn) | -4
O=[N+]([O-])c1cccc(C(O)C23CN4CN(CN(C4)C2)C3)c1 (stereo not drawn) | -4
O=C1NCCCC1C(=O)N/N=C/c1cccc([N+](=O)[O-])c1 (stereo not drawn) | -2
CC(CNS(=O)(=O)c1ccc(Br)cc1)CN(C)C (stereo not drawn) | -3
CCOC(=O)c1c(CSc2ccccc2)oc2cc(Br)c(O)c(CN(C)C)c12 | 7
O=c1c2cc(Cl)ccc2nc2ccc(N3CCCC3)nn12 | -29
CC(C)c1nc(C#N)c(NN)o1 | 2
CCc1ccc(C(=O)NNc2ccccc2F)cc1 | 14
Cc1ccc(N=CC2=C(O)CC(c3ccccc3Cl)CC2=O)cc1 (stereo not drawn) | 0
O=C(CCOc1ccccc1)N1CCN(c2ccc(O)cc2)CC1 | -14
CCOc1ccccc1NC(=O)Nc1ccc(CC#N)cc1 | 5
CCOC(=O)C1=C(O)C(=O)N(c2ccc(S(N)(=O)=O)cc2)C1c1ccc([N+](=O)[O-])cc1 (stereo not drawn) | -9
CN1C(=O)C(CCC(N)=O)NC1=S (stereo not drawn) | -16
O=C(c1ccc(Cl)c(S(=O)(=O)N2CCCCCC2)c1)N1CCCC1 | -3
CNC(=S)NNC(=O)Cc1ccc(OC)cc1 | -5
COc1ccc(CCNC(=O)C2CCN(Cc3nc(-c4ccc(Cl)cc4)oc3C)CC2)cc1OC | 2
COc1ccc(-c2[nH]ncc2CN2CCCN(C(=O)c3ccco3)CC2)cc1F | -6

(next part)
SMILES | S1P3 antag
C#CC1CCCCC1NC(=O)Nc1cnccc1C(F)(F)F (stereo not drawn) | -1
CC(=O)N(Cc1ccccn1)Cc1ccco1 | -4
O=C(Nc1cc(S(=O)(=O)N2CCOCC2)ccc1N1CCCC1)c1cc(=O)[nH]c2ccccc12 | -20
CCOC(=O)c1ccc(NC(=O)c2cc3c(s2)CCC3)cc1 | 9
CCOc1ccc2nc(NC(=O)Cn3[nH]c(=O)c4ccccc4c3=O)sc2c1 | -17
CCN(CC)c1ccc(S(=O)(=O)N2CCOCC2)cc1NC(=O)CSc1n[nH]c(N)n1 | -1
O=C(c1ccc2c3c(cccc13)CC2)C1CCCN(C(=O)c2ccc[n+]([O-])c2)C1 (stereo not drawn) | -17
COc1ccc(/C=C/c2cc(C(F)(F)F)on2)cc1 | -12
Cn1c(N)c(C(=O)COC(=O)C2CCN(S(=O)(=O)c3cccs3)CC2)c(=O)n(C)c1=O | 7
COc1ccc2[nH]c(-c3ccccc3)cc2c1 | 10
O=[N+]([O-])c1cccc(/C=N/NC2CCS(=O)(=O)C2)c1 (stereo not drawn) | 4
Cc1ccc(C#CC(C)(O)C(C)(C)C)cn1 (stereo not drawn) | 6
CCOC(=O)c1[nH]c(CO)c(C(=O)OCC)c1C | 4
O=C1/C(=C/C=C/c2ccco2)SC(=S)N1c1ccc(O)cc1 | -1
N#CCSc1nc2ccccc2o1 | -20
C=CCC1(Cl)C(=O)C(Cl)=C(N2CCN(C)CC2)C1(OC)OC (stereo not drawn) | 7
CC1(C)C2CCC(C2)C1(C)N=C1OC(CCl)CS1 (stereo not drawn) | 5
CC(=O)c1ccc(N2CCc3ccccc3C2)c([N+](=O)[O-])c1 | -5
COCCN(CCOC)C(=O)N1CCOCC1 | -2
Cc1onc(-c2ccccc2)c1NC(=O)N(CCC#N)Cc1ccccc1 | -1
COc1ccc(/C=C2\SC(=O)N(CCc3nnc(N)s3)C2=O)cc1 | 4
CCCCC(=O)N=c1sc2c(OC)ccc(OC)c2n1C | 7
